MC4R antagonist: MC4R antagonists of cAMP signaling, primary screen, cell-based, TR-FRET, antagonist arm of biased-ligand search. MC4R-expressing cells, MTII-stimulated cAMP, LANCE TR-FRET. Melanocortin receptor 4 (Homo sapiens), P32245. 360,000 tested, 0.48% active. inhibition, % at 6.5 µM;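 active = inhibition above its plate's cutoff, the mean of tested wells on that plate plus 3 SD, cut at about 29% in these data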;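 note: 0% = Melanotan II alone and 100% = Melanotan II plus saturating MCL0020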
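Material – human MC4R-expressing U2OS cells · Repeats – no replicates · Detection – TR-FRET with Eu-cAMP and labeled anti-cAMP, 671 nm · Times – compound 30 min, challenge 1 h, detection 1 h · Compound – single nominal compound dose of 6.5 µM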
COUP-TFII inh: NR2F2 transcriptional activity inhibitors, primary screen, cell-based, luciferase reporter, HEK293T, luminescence; HEK293T NGFI-A luciferase reporter; inhibition, % at 8.6 µM; 370,000 tested, 0.7% active; AID 686940, 2013;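 active = inhibition above a per-plate cutoff, mean inhibition of test wells between control levels plus 3 SD, cut at about 38% in these data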;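 note: cells cotransfected with COUP-TFII expression vector driving the NGFI-A reporter; 0% = median of COUP-TF2 test wells and 100% = reporter-only cells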
SRC3 inh: SRC3 coactivator transcriptional activity inhibitors, primary screen, cell-based, luminescence. HEK293 GAL4-SRC3 luciferase reporter. inhibition, % at 3.6 µM. 360,000 tested, 0.17% active;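 active = inhibition above a per-campaign cutoff, the mean of all compounds plus 3 SD, cut at about 60% in these data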;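 note: 0% = DMSO-treated cells and 100% = gossypol-treated cells at 36 µM; higher means less SRC3-driven luciferase light from the GAL4 reporter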
LRH-1 inv ag: LRH-1 (NR5A2) inverse agonists, primary screen, cell-based, luminescence, HEK293T, StAR-luciferase reporter; Nuclear receptor subfamily 5 group A member 2 (Homo sapiens), O00482; LRH-1 transfected, 24 h; inhibition, % at 3.6 µM; 360,000 tested, 0.13% active;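 active = inhibition above the mean inhibition of all tested compounds plus 3 SD, cut at about 73% in these data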;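 note: 0% = DMSO wells and 100% = reporter-only cells lacking LRH-1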
TLR9-MyD88 inh: inhibitors of TLR9-MyD88 association in cells, primary screen, cell-based, CHO, BLA complementation, fluorescence; 340,000 tested, 0.21% active; Toll-like receptor 9 (Homo sapiens) + Myeloid differentiation primary response protein …; CCF4 FRET ratio; inhibition, % at 4.98 µM;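 active = inhibition above the mean over all tested compounds plus 3 SD, cut at about 21% in these data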;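 note: 0% = DMSO only wells and 100% = clavulanate BLA inhibitor control wells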
Target sequence (Q99836 whole entry, looked up): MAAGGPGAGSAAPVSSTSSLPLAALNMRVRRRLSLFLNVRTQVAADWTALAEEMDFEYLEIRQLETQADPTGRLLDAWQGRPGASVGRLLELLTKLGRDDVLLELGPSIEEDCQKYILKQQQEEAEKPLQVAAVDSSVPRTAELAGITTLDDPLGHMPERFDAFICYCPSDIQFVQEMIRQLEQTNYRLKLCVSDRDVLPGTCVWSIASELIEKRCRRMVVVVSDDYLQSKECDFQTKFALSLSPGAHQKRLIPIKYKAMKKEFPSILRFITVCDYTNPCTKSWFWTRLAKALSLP
Target sequence (Q9NR96 whole entry, looked up): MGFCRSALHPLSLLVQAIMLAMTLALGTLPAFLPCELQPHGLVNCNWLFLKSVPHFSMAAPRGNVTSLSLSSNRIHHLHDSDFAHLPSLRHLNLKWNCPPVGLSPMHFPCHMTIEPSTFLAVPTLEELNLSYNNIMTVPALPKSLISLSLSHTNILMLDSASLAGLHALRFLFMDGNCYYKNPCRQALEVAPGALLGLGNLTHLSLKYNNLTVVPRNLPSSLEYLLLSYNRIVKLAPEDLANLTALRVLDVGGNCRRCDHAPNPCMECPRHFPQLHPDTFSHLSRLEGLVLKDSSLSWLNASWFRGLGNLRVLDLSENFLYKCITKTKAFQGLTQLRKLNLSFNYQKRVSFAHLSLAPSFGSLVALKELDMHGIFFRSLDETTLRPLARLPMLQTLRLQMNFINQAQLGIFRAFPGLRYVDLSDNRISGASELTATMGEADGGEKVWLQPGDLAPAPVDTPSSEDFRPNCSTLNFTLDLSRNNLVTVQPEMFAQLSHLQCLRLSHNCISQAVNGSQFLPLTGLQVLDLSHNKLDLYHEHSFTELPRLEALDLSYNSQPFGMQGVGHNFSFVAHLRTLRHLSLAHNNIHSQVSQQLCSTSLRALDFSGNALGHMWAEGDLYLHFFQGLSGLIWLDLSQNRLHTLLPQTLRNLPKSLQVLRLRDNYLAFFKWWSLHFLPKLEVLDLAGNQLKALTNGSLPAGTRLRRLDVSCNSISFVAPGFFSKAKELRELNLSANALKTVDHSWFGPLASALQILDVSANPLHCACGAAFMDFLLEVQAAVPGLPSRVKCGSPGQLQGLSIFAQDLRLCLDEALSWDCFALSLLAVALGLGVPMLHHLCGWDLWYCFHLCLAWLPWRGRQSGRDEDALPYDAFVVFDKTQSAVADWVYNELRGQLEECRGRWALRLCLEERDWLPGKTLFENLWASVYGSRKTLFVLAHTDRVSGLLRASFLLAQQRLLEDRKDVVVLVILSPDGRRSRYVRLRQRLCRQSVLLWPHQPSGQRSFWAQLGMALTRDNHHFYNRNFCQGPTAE
LMP1 NFkB inh: EBV LMP1-driven NF-kappaB luciferase reporter inhibitors, primary screen, cell-based, luminescence, single point; LMP1-induced NF-kappaB luciferase reporter cells; inhibition, % at 12.5 µM; 350,000 tested, 0.69% active; AID 504558, 2011; in the data active = inhibition above about 41%;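 note: 0% = neutral control wells and 100% = reference inhibitor control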
SRC1 inh: SRC1 coactivator transcriptional activity inhibitors, primary screen, cell-based, luminescence; Nuclear receptor coactivator 1 (Homo sapiens), Q15788; HEK293 GAL4-SRC1 luciferase reporter; inhibition, % at 3.6 µM; 360,000 tested, 0.12% active; AID 588354, 2011;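 active = inhibition above the campaign mean plus 3 SD, with each screening campaign given its own cutoff, cut at about 60% in these data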;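 note: 0% = DMSO treated cells and 100% = gossypol at 36 µM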
NOD2 RIPK2 PPI: NOD2-RIPK2 binding disruptors in cells, primary screen, fluorescence, CHO cells, BLA complementation. Receptor-interacting serine/threonine-protein kinase 2 (Homo sapiens), O43353. CCF4 ratio. inhibition, % at 4.98 µM. 360,000 tested, 0.38% active. AID 624267, 2012; in the data active = inhibition above about 21%;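 note: 0% = vehicle only and 100% = reference blocker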
MC4R barr agon: MC4R agonists recruiting beta-arrestin, primary screen, cell-based, luminescence, agonist arm of biased-ligand search; activation, % at 8.9 µM; U2OS MC4R beta-arrestin complementation; percent of melanotan II response, DMSO zero; Melanocortin receptor 4 (Homo sapiens), P32245; 360,000 tested, 0.98% active;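 active = activation above a per-plate cutoff, the mean activation of sample wells on that plate plus 3 SD, cut at about 8% in these data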
ABHD5 PLIN5 PPI: ABHD5-PLIN5 interaction inhibitors, primary screen, cell lysate, split luciferase complementation, luminescence; Perilipin-5 (Homo sapiens) + 1-acylglycerol-3-phosphate O-acyltransferase ABHD5 (Homo …; Split G. princeps luciferase complementation, 4 h; inhibition, % at 4 µM; 360,000 tested, 0.78% active; AID 602281, 2012;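 active = inhibition above the mean inhibition across every tested compound plus 3 SD, cut at about 22% in these data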;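 note: 0% = DMSO only wells and the 100% control is not disclosed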
SRC2 inh: inhibition of GAL4-SRC2 driven luciferase reporter, primary screen, SRC2 inhibitor project, cell-based, luminescence | HEK293 GAL4-SRC2 luciferase reporter | inhibition, % at 9 µM | 370,000 tested, 0.17% active | AID 651957, 2012;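 active = inhibition above the mean inhibition of all tested compounds plus 3 SD, set per campaign, cut at about 52% in these data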;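 note: 0% = DMSO treated cells and 100% = cells given Gossypol at 36 µM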
The depositor's hits bear a star; . = no result given. Not all compounds are listed; the hit share may differ from the screen's.

NOD2 RIPK2 PPI	TLR9-MyD88 inh	SRC2 inh	SRC3 inh	SRC1 inh	ABHD5 PLIN5 PPI	MC4R antagonist	COUP-TFII inh	MC4R barr agon	LRH-1 inv ag	LMP1 NFkB inh	Molecule
-5	-3	-2	4	-7	0	8	9	-0.4	-4	-4	CCOC(=O)c1cc(-c2ccccc2)n(CC(=O)Nc2cc(OC)cc(OC)c2)c1C
2	6	-50	-45	-57	2	5	-12	-2.5	-26	-12	CC(=O)c1cccc(OCc2cc(C(=O)N(C)Cc3cnccn3)no2)c1
0	-3	12	11	1	-2	9	16	0.8	10	2	CC(=O)c1cn(-c2ccc(Cl)cc2)c(=O)n(Cc2ccc(F)cc2)c1=O
-12	-2	2	1	-47	6	3	1	0.4	18	0	CC(C)N(C(=O)[C@H]1CC(CC(=O)NCCCn2ccnc2)C(=O)N2CCc3c([nH]c4ccccc34)[C@]12C)C(C)C (some centres not stated)
1	-2	23	9	12	-3	16	-6	2.2	1	3	CN(C)C(=O)NC(Nc1ccc(Cl)cc1Cl)C(Cl)(Cl)Cl (configuration not stated)
-8	10	5	6	6	1	-2	-6	-1.6	5	8	Cc1ccc(N2CC(=O)N(NC(=O)c3sc4nc(C)cc(C)c4c3N)CC2=O)cc1
-12	3	-38	-16	-15	-1	-2	-1	-0.5	17	-3	Cn1c(N)c(C(=O)COC(=O)/C=C/c2ccccc2Cl)c(=O)n(C)c1=O
-3	0	1	17	42	0	-1	-19	0.8	21	13	C=CCn1c(Oc2ccccc2F)nc2c1c(=O)n(C)c(=O)n2C
-4	-5	-3	3	-1	0	16	5	0.6	-8	-4	O=C(NC1CCCCC1)c1ccc(COCC(F)(F)F)o1
1	5	-14	20	-1	1	2	1	-2.4	7	-1	Cc1nc2c(S(=O)(=O)c3ccccc3)cnn2c(C)c1C
17	1	-85	-72	-144	-8	5	-77	-2.0	-78	-48	S=C(c1ccc(-c2ccccc2)o1)N1CCCCC1
0	-13	8	11	1	-13	2	-1	7.3	-4	6	CCC(C)C1NC(=S)N(C2CCCCC2)C1=O (configuration not stated)
9	.	-6	6	-5	1	6	7	1.0	18	.	CC(C)(C)c1ccc(C(=O)N2CCC2(C)C(=O)Nc2cccc(C#N)c2)cc1 (configuration not stated)
-6	6	-7	4	6	-10	2	-1	-0.6	-14	-6	CCOc1cc(C2C(C(=O)OC)=C(C)N=C3SC(C)C(=O)N32)ccc1OC(C)=O (configuration not stated)
-12	.	0	.	.	6	.	13	.	8	.	CCCCC[C@@H](C)N1C[C@@H](COCc2ccccc2)Oc2cc(N3CCC[C@@H]3CO)ccc2S1(=O)=O
-7	.	-15	7	1	4	-1	13	-1.3	-8	-6	Cc1ccc(Sc2ccc(N)cn2)cc1
-1	-8	-27	9	-1	-4	-3	-9	-1.7	7	-2	COc1nc(OC)nc(N2CCC(C(=O)Nc3cccc4c3CCCC4)CC2)n1
-4	-7	-24	11	-11	2	-3	-5	-2.1	5	-2	O=C(CCNS(=O)(=O)c1ccc(Br)cc1)NCc1ccco1
3	1	6	6	1	0	14	5	2.9	-12	-12	O=C(NCc1ccc(Cl)cc1)C(=O)c1c[nH]c2ccccc12
2	-6	-6	11	0	3	5	-4	-1.4	-10	4	COc1nc(N)nc(CC(=O)C2CC2)n1

Brought forward from above: 2 compounds, followed by the next part.
NOD2 RIPK2 PPI	TLR9-MyD88 inh	SRC2 inh	SRC3 inh	SRC1 inh	ABHD5 PLIN5 PPI	MC4R antagonist	COUP-TFII inh	MC4R barr agon	LRH-1 inv ag	LMP1 NFkB inh	Molecule
3	1	6	6	1	0	14	5	2.9	-12	-12	O=C(NCc1ccc(Cl)cc1)C(=O)c1c[nH]c2ccccc12
2	-6	-6	11	0	3	5	-4	-1.4	-10	4	COc1nc(N)nc(CC(=O)C2CC2)n1
3	9	-16	5	-16	-4	0	4	-2.2	12	-1	CC(=O)N1CCc2cc(Br)cc(S(=O)(=O)N3CCCCCC3)c21
-2	1	6	5	-11	4	-4	5	-1.3	-11	6	Cc1cc(NC(=O)C(C)Sc2nc(-c3ccccc3)cc(=O)[nH]2)no1 (configuration not stated)
-8	-3	-26	-45	-67	3	-7	-25	-2.1	-48	-48	CCOC(=O)/C(C#N)=C/c1cc(C)n(-c2ccc(C)cc2)c1C
-3	-1	-9	-8	9	5	-7	-8	0.1	15	7	COC(=O)C1=CN(Cc2ccc(OC)cc2)C=C(C(=O)OC)C1c1ccc(O)c(OC)c1
5	-5	-39	17	-18	-4	12	13	-2.4	-11	2	CCC(C(=O)NCC1CCCO1)N(Cc1ccccc1)C(=O)CNS(=O)(=O)c1ccccc1 (configuration not stated)
6	.	-20	-2	17	1	.	-10	.	-6	.	CCOC(=O)C1=CCC2C(=O)N(C3CCCCC3)C(=O)C12 (configuration not stated)
2	-4	-6	7	0	-7	1	7	-4.3	54	-11	Cc1cc(C)nc(NC(=O)c2ccc([N+](=O)[O-])o2)n1
-1	5	-15	16	-10	7	15	-3	-0.8	-1	-3	O=C(Nc1ccc(F)cc1)N(Cc1nnc2n1CCCCC2)c1ccccc1
-13	-6	12	9	-32	-9	-4	10	-1.6	20	14	COCCNC(=O)CN1CCN(C(c2ccccc2)c2ccccc2)CC1
-1	-3	-2	13	-11	-1	0	8	-2.1	8	3	Cc1ccc(C)c(C(=O)Cn2c(NCCO)nc3ccccc32)c1
-5	-5	-25	-11	12	0	-4	-9	-0.5	6	10	Cc1ccc(S(=O)(=O)NCC2(c3ccccc3)CCN(C)CC2)cc1
-6	7	-10	18	-15	-9	-2	2	-0.9	11	-7	CC(C)Cn1c(SC(C)C(=O)NCC2CCCO2)nc2ccc(Cl)cc2c1=O (configuration not stated)
-1	-5	-5	1	-8	3	3	13	-0.6	1	0	COc1cccc(OC)c1C(=O)N1CCN(Cc2cccnc2)CC1
5	4	-6	1	7	-6	12	2	-3.5	-5	-1	O=C(c1cc(F)c(F)cc1Cl)N1CCN(S(=O)(=O)c2cccs2)CC1
1	6	-16	6	1	4	-4	-11	-0.9	2	-6	CC(=O)OC[C@H]1O[C@@H](n2ccc(=O)[nH]c2=S)C(OC(C)=O)C1OC(C)=O (some centres not stated)
10	-6	.	0	2	0	2	.	1.3	19	-12	CC(C)Cn1[nH]c2c3c(ccc2c1=O)C(=O)c1ccccc1C3=O
-4	-17	-17	0	-43	6	-1	-14	-1.7	-10	-5	COc1ccccc1NC(=O)/C=C/C(=O)O
-4	.	-14	1	-41	-10	1	3	-2.5	-17	.	COCCNC(=O)C1(C)CCCN(Cc2ccccc2N(C)C)C1 (configuration not stated)
-2	.	16	4	3	-1	-1	29	-3.7	-7	.	c1ccc(CNc2nc(NCCOc3ccccc3)c3sccc3n2)cc1
-17	4	-36	-20	-19	-4	-5	2	3.0	1	-17	CC(C)(C)c1ccc(C(=O)NCc2ccc(Cl)cc2)cc1
-4	-4	-42	-65	-46	14	-6	-12	-1.7	-89	-25	C(=Cc1cnnc2ccccc12)c1ccccc1
-3	-13	-22	1	-16	-5	1	2	-0.5	-19	3	CC(C)=CC(=O)OCC(=O)Nc1ccccc1Cl
-14	-1	-26	-7	-12	6	11	5	6.9	-9	-24	N#C/C(=C(/O)COC(=O)CSc1ccc2ccccc2c1)c1nc2ccccc2[nH]1
8	7	-63	-88	-108	5	-7	-40	1.0	-138	-38	CCOC(=O)CC(=O)CSc1nc2ccc(C)cc2cc1C#N
0	-4	-15	10	-46	5	-2	12	-0.2	-14	2	Cc1sc2nc(SCC(=O)NCc3ccco3)n(C)c(=O)c2c1C
-16	-3	-20	11	-5	-1	11	20	0.7	4	6	O=C(Nc1cccc(NC(=O)c2cncc(Br)c2)c1)c1cncc(Br)c1
4	-11	-27	16	-8	1	8	-16	-0.5	5	2	Cc1ccc(OCCCC(=O)Nc2cc(S(=O)(=O)N3CCOCC3)ccc2N2CCOCC2)cc1
-7	-3	9	-9	-34	-3	7	-4	-0.6	-20	3	COCCNC(=O)CSc1nc2ccc(N3CCOCC3)cc2c(=O)n1CCc1ccccc1
-2	1	.	-24	-20	5	0	.	0.9	-50	-14	O=C(CC(=O)c1ccccc1O)c1cccc(F)c1
1	-1	5	-107	-4	-1	1	-13	-0.8	0	-7	O=C(O)c1cn(-c2ccccc2)nc1-c1ccc(F)cc1
5	1	13	14	-6	0	5	-5	-1.8	-15	-2	Cc1ccnc(NC(=O)CN2C(=O)c3ccccc3C2=O)c1
1	.	-24	-6	-7	0	10	8	-1.6	11	.	CC(C)C(=O)N1CCC1(C)C(=O)NS(=O)(=O)c1cccs1 (configuration not stated)
-16	-1	9	3	5	1	13	-3	-2.7	-6	-23	O=[N+]([O-])c1cc([N+](=O)[O-])c(Oc2cncc(Cl)c2)cc1NC1CCCCCCC1
5	4	-23	0	6	-6	1	12	-0.9	9	0	COc1cc(CC(=O)OCC(=O)N2CC(=O)Nc3ccccc32)cc(OC)c1OC
-3	10	21	13	2	-1	9	-8	-1.6	17	-1	O=C(CSc1nnnn1-c1cccc2ccccc12)N1CCOCC1
-6	7	-11	7	1	8	-4	-9	-1.0	0	-4	COC(=O)c1c(NC(=O)c2nc3nc(C)cc(C(F)F)n3n2)sc2c1CCC2
8	-1	-23	-14	-31	-3	-1	6	0.9	2	35	COC(=O)C1(Cc2cc(-c3cccc(Br)c3)no2)CCN(C(=O)OC(C)(C)C)CC1
8	-6	13	2	0	10	-4	-10	-1.2	10	-7	CC(NC(=O)c1ccc(NC(=O)CC2SC(N3CCCC3)=NC2=O)cc1)c1ccc(S(N)(=O)=O)cc1 (configuration not stated)
-11	-6	25	10	-9	1	10	-1	1.5	20	-6	Cc1cc(C)c(NC(=O)c2sc3nc4c(cc3c2N)C(=O)CC(C)(C)C4)c(C)c1
1	-3	-41	-37	-6	-3	3	-3	1.4	-16	-11	Cc1ccc(CSc2nnc(SCC(=O)N/N=C/C=C/c3ccccc3[N+](=O)[O-])s2)cc1
8	-1	-6	-75	-14	-6	6	-5	-3.7	-32	-1	CN(C)c1nc(=Nc2cccc(Cl)c2)ss1
